E coli Lon inh = inhibitors of E. coli Lon protease, primary screen, biochemical, fluorescence polarization. purified E. coli Lon protease. AID 602123, 2011. inhibition, % at 7.94 µM. 360,000 tested, 0.42% active; in the data active = inhibition above about 13%, passing the limit was not always enough;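 also: 0% = enzyme with probe and DMSO and 100% = no enzyme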
bovine MsrA act = bovine MsrA enzyme activators, primary screen, biochemical, absorbance, HTS; Methionine sulfoxide reductase A (Bos taurus); purified bovine MsrA, absorbance read-out; activation, % at 10.6 µM; 360,000 tested, 0.3% active; AID 602163, 2012; in the data active = activation above about 7.5%;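 also: 0% = vehicle and 100% = reference activator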
MT1-MMP act inh = blockers of MT1-MMP proenzyme processing, primary screen, HT1080 RFP-PRO-GFP cells, GFP/RFP fluorescence. Matrix metalloproteinase-14 (Homo sapiens), P50281. GFP/RFP ratio fluorescence, overnight; percent of plate control window, DMSO zero. GFP/RFP ratio change, % at 20 µM. 360,000 tested, 0.061% active;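 active = GFP/RFP ratio change of at least 30% with cell ATP level not reduced by more than half and red fluorescence within 50% of control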; also: strong numbers were not always called active
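Material: RFP-PRO-GFP reporter HT1080 cells. Dosing: single-point 20 µM compound, 1% DMSO. Controls: DMSO and RFP-L50D-GFP cell wells. Timing: cells overnight before dosing, compound overnight, 37 °C, 5% CO2. Measure: GFP/RFP fluorescence ratio.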
MsrA inh = bovine MsrA enzyme inhibitors, primary screen, biochemical, absorbance, HTS. Methionine sulfoxide reductase A (Bos taurus). purified bovine MsrA, absorbance read-out. inhibition, % at 15.5 µM. 360,000 tested, 0.75% active. AID 651718, 2012; in the data active = inhibition above about 4.5%;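 also: 0% = vehicle wells with enzyme and 100% = reference inhibitor wells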
FAS TE block = FAS thioesterase domain inhibitors, primary screen, biochemical, fluorescence intensity, uHTS; Fatty acid synthase (Homo sapiens), P49327; inhibition, % at 15 µM; 360,000 tested, 0.67% active; recombinant FAS-TE, OMFH fluorogenic substrate, fluorescence endpoint;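 active = compounds whose normalised, plate-corrected inhibition of enzyme fluorescence in the single-dose primary screen is 50% or more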;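 also: 0% = DMSO with enzyme and 100% = substrate without enzyme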
TbMetRS inhib = T. brucei MetRS inhibitors, primary screen, biochemical, luminescence. purified T. brucei MetRS, ATP depletion, Kinase-Glo luminescence. inhibition, % at 11.9 µM. 360,000 tested, 0.4% active;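 active = inhibition above a per-plate cutoff of the control wells' mean inhibition plus 3 SD, cut at about 5.5% in these data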;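 also: 0% = DMSO wells median and 100% = median of wells with control inhibitor compound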
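Measured by: Kinase-Glo luciferase luminescence reporting remaining unconsumed ATP. Material: purified T. brucei MetRS enzyme. Doses: 11.9 µM compound single dose, 0.9% DMSO. Medium: HEPES buffer containing pyrophosphatase, BSA, spermine, DTT. Times: 15 min preincubation, 2 h reaction, all 25 °C. Reagent: methionine, ATP and bulk E. coli tRNA.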
SKN-1 block = suppressors of acrylamide-induced Pgst-4::GFP reporter in worms, primary screen, SKN-1 inhibitor project, whole organism, uHTS, GFP/RFP fluorescence ratio, strain VP596 | C. elegans VP596 Pgst-4::GFP/RFP ratio, 24 h | inhibition, % at 21.8 µM | 360,000 tested, 0.49% active | AID 624304, 2012;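 active = interference check ratio from 0.5 to 1.5 plus GFP to RFP signal ratio inhibition reaching or exceeding a fixed threshold, cut at about 30% in these data, passing the limit was not always enough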; also: some compounds called inactive have numbers as strong as hits
PABP1 MLLE inh = inhibitors of PABP1 MLLE–PAM2 peptide binding, primary screen, biochemical, fluorescence polarization, FITC-PAM2, GST-MLLE. inhibition, % at 20 µM. 360,000 tested, 0.36% active. AID 588489, 2011; in the data active = inhibition above about 35%, passing the limit was not always enough;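 also: plate controls were DMSO wells with GST-MLLE for no effect and wells lacking GST-MLLE protein for full effect; some results filed as inactive read as strong as hits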
CendR NRP1 mod = modulators of CendR peptide binding to NRP-1, primary screen, biochemical, fluorescence polarization, uHTS. FAM-RPARPAR peptide binding to NRP-1. 360,000 tested, 0.85% active. Neuropilin-1 (Homo sapiens), O14786. inhibition, % at 25 µM;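 active = inhibition or corrected inhibition above about 18%, plus a signal ratio from 0.5 to 1.5, limit read from the data, passing the limit was not always enough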; also: strong numbers were not always called active
Target sequence (O14786 whole entry, looked up): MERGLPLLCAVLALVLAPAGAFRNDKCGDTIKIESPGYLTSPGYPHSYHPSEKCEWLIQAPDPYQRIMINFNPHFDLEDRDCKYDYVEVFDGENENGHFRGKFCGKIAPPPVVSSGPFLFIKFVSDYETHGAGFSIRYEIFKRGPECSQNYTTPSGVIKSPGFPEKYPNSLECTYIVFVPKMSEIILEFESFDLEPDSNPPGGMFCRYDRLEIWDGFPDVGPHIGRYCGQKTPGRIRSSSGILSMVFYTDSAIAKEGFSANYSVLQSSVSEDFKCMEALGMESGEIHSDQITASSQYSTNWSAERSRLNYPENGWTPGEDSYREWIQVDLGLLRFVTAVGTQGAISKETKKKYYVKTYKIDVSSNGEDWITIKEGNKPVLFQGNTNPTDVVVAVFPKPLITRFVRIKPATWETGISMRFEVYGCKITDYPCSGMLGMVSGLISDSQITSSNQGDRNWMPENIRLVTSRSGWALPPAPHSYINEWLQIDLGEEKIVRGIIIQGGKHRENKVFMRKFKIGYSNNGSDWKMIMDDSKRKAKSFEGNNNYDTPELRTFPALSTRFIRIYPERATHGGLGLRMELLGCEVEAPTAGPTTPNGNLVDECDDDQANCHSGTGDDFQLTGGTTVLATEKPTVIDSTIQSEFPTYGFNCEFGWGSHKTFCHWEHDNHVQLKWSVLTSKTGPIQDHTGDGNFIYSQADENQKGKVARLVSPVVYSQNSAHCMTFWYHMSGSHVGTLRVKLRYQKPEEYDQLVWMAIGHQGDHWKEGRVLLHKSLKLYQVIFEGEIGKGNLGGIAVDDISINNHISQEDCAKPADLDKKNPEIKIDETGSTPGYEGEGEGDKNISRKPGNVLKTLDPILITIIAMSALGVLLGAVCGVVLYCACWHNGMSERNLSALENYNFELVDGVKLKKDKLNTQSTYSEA
* hit, by the source's call; · = no result given.

#1 COc1ccc(C2OC[C@H]3O[C@H](O)[C@H](NC(C)=O)[C@@H](O)[C@@H]3O2)cc1 (stereo partly drawn)
#2 CN(Cc1nc(-c2cccnc2)no1)S(=O)(=O)c1ccc(Br)cc1
#3 CCOC(=O)Cc1csc(N)n1
#4 CC1CN(C(=O)COc2coc(CN3CCc4ccccc4C3)cc2=O)CC(C)O1 (stereo not drawn)
#5 O=C(CS(=O)(=O)c1ccccc1)c1cc2ccccc2oc1=O
#6 Cc1ccc(NC(=O)Cn2cc(S(=O)(=O)c3ccccc3)c(=O)c3cc(F)ccc32)cc1
screen / no.,1,2,3,4,5,6
E coli Lon inh,-3,-4,4,-3,0,-10
bovine MsrA act,-10,-5,-9,-2,-4,-11
MT1-MMP act inh,2,-3,1,-4,-1,4
MsrA inh,2.0,0.8,0.9,-1.4,·,-0.2
FAS TE block,-4,-2,-6,-6,-7,-5
TbMetRS inhib,-0.3,-0.3,-1.1,-0.2,-0.1,2.9
SKN-1 block,-5,6,12,1,-8,6
PABP1 MLLE inh,-13,0,13,9,14,-16
CendR NRP1 mod,-1,3,-10,-10,-24,-15

Entries shown so far that have a halogen:
#2 CN(Cc1nc(-c2cccnc2)no1)S(=O)(=O)c1ccc(Br)cc1
#6 Cc1ccc(NC(=O)Cn2cc(S(=O)(=O)c3ccccc3)c(=O)c3cc(F)ccc32)cc1
screen / no.,2,6
E coli Lon inh,-4,-10
bovine MsrA act,-5,-11
MT1-MMP act inh,-3,4
MsrA inh,0.8,-0.2
FAS TE block,-2,-5
TbMetRS inhib,-0.3,2.9
SKN-1 block,6,6
PABP1 MLLE inh,0,-16
CendR NRP1 mod,3,-15

The results go on.
#7 CC1Sc2ccc(S(=O)(=O)N3CCC(C(=O)NCc4ccco4)CC3)cc2NC1=O (stereo not drawn)
#8 COc1ccc2nc(NNC(=O)COc3ccccc3)sc2c1
#9 CCC(=O)NCCCCCCNC(=O)CC
#10 C=CCN(c1ccccc1)S(=O)(=O)c1cccc(C(=O)Nc2cccc(C)n2)c1
#11 COc1ccccc1C(=O)Nc1ccc(C(=O)/C=C/c2cccs2)cc1
#12 O=C(C[N+]1(CC#Cc2ccccc2)CCCCC1)c1ccccc1
screen / no.,7,8,9,10,11,12
E coli Lon inh,-7,-9,2,10,-4,1
bovine MsrA act,-6,-4,-2,-3,-9,-10
MT1-MMP act inh,5,2,-6,-7,3,-4
MsrA inh,1.0,-0.9,-0.8,0.1,1.6,-0.1
FAS TE block,-7,-4,-9,15,22,-4
TbMetRS inhib,-0.5,-0.8,0.3,-0.3,-0.6,-0.4
SKN-1 block,-2,2,1,9,10,-2
PABP1 MLLE inh,-7,-34,-3,20,-4,-5
CendR NRP1 mod,1,6,-2,-14,-4,-4

#13 Nc1cc(Cl)ccc1Oc1ccc(Cl)cc1
#14 CCN1/C(=C/c2ccc3ccccc3[n+]2CC)C=Cc2ccccc21
#15 CN1CCN(c2ccc3sc(-n4ccc5ccccc54)nc3c2)CC1
#16 CCNC(=S)Nc1ccc2c(c1)c(=O)n(C)n2Cc1cccc(C(F)(F)F)c1
#17 CCCCCCCN=C(C)c1ccccc1O
#18 COc1cc(-c2nc(-c3ccc4c(c3)-c3ccccc3S4(=O)=O)c(-c3ccccc3)[nH]2)cc(OC)c1OC
screen / no.,13,14,15,16,17,18
E coli Lon inh,5,-6,-9,7,-5,-10
bovine MsrA act,-1,1,-2,0,-3,1
MT1-MMP act inh,0,66,2,2,-1,-1
MsrA inh,-0.9,1.3,0.0,0.5,-1.1,1.8
FAS TE block,22,0,23,-4,2,42
TbMetRS inhib,-0.3,-1.8,-0.7,-0.1,2.8,0.3
SKN-1 block,33,78,17,-6,-4,5
PABP1 MLLE inh,7,-89,-80,-27,-2,-3
CendR NRP1 mod,-5,-66,-6,-3,2,12

#19 Cc1ccn2c(=O)nc(SCC(=O)c3ccc(Cl)cc3)nc2c1
#20 O=C(NCCn1cc(SCc2ccccc2)c2ccccc21)c1c(F)cccc1F
#21 O=C(CNS(=O)(=O)c1c(Cl)cccc1Cl)OCC(=O)N1CCN(c2ccccc2)CC1
#22 CC(=O)Nc1ccc(S(=O)(=O)NCCOc2ccc(Cl)cc2C)cc1
#23 O=C(NCc1ccco1)c1nn2c(C(F)(F)F)cc(-c3cccs3)nc2c1Br
#24 CC(C)N(C)Cc1nnnn1CC(=O)NCCc1cccc(C(F)(F)F)c1
screen / no.,19,20,21,22,23,24
E coli Lon inh,-5,-4,-7,0,3,4
bovine MsrA act,-4,1,-1,-6,-1,-9
MT1-MMP act inh,-2,-7,-11,0,-1,20
MsrA inh,1.0,-0.1,1.5,0.5,1.3,0.5
FAS TE block,11,31,0,0,5,-1
TbMetRS inhib,-0.3,-0.4,-0.5,3.2,-0.1,-1.6
SKN-1 block,11,14,-6,-2,8,-6
PABP1 MLLE inh,12,-2,-64,-2,25,-2
CendR NRP1 mod,-8,13,-1,5,-16,5

#25 CN(C(=O)CSc1nc(-c2ccccc2)cn1N)C(c1ccccc1)c1ccccc1
#26 O=S(=O)(c1ccc(F)cc1)c1nc(-c2ccco2)oc1NCCCn1ccnc1
#27 COc1cccc(CN2C(=O)Nc3ccccc3C(=O)N2C(C)(C)C)c1
#28 COC(=O)c1cc2ccsc2n1Cc1cc(=O)n2ccccc2n1
#29 CCOc1ccccc1NC(=O)C1CCN(c2ccc(S(=O)(=O)N3CCCC3)cc2)CC1
#30 CCN(CC(=O)Nc1ccccc1OC)CC(=O)Nc1ccccc1-c1ccccc1
screen / no.,25,26,27,28,29,30
E coli Lon inh,8,-5,3,-5,1,8
bovine MsrA act,1,-3,-13,-5,-12,-2
MT1-MMP act inh,0,-1,-4,-9,-1,-6
MsrA inh,-0.7,1.6,0.8,0.6,0.8,-0.5
FAS TE block,20,-1,-10,-2,12,6
TbMetRS inhib,0.2,-0.2,-1.4,-0.7,-0.4,-0.8
SKN-1 block,19,5,-18,9,-2,8
PABP1 MLLE inh,0,-9,2,4,3,9
CendR NRP1 mod,6,6,-3,-8,-4,-1

#31 c1ccc(Cn2nnnc2C(c2ccccn2)N2CCOCC2)cc1 (stereo not drawn)
#32 CC1=C(Sc2ccccn2)C(=O)NC(C)(C)C1
#33 C/C(=N\NC(=S)NC1CCCCC1)c1ccc(C#N)cc1
#34 CCCOc1cccc(C(=O)O)c1
#35 COc1cccc(CC(NC(C)=O)C(=O)NC2CCN(C(=O)C3CC3)CC2)c1OC (stereo not drawn)
#36 CCn1cc(C(=O)NCc2cccnc2)c(=O)c2cc(F)c(N3CCN(C(=O)c4ccco4)CC3)cc21
screen / no.,31,32,33,34,35,36
E coli Lon inh,0,5,-9,-2,-2,-8
bovine MsrA act,-12,-9,-3,-4,0,-4
MT1-MMP act inh,12,0,2,-5,9,-4
MsrA inh,0.1,-1.1,0.9,-0.3,0.6,1.6
FAS TE block,-10,-8,4,-10,1,-20
TbMetRS inhib,-1.0,-1.0,0.0,0.6,-0.5,-0.7
SKN-1 block,-20,7,-3,-5,-6,-10
PABP1 MLLE inh,-9,-6,9,-11,21,2
CendR NRP1 mod,10,-13,3,5,-11,-14

#37 CCc1cn([C@H]2C[C@H](O)[C@@H](CO)O2)c(=O)[nH]c1=O
#38 CCOC(=O)CSc1nc2c(c(=O)n(C)c(=O)n2C)n1Cc1ccccc1F
#39 Cc1ccccc1C(=O)N1CC(=O)Nc2ccc(F)cc2C1c1ccccc1 (stereo not drawn)
#40 Cc1ccc(C(=O)Nc2ncccc2C)cc1S(=O)(=O)N1CCCCC1
#41 COc1ccc(CNC(=O)CSc2n[nH]c(C)c2[N+](=O)[O-])cc1
#42 COc1ccc(OC)c(C2C(C(C)=O)=C(O)C(=O)N2CCc2ccc(OC)c(OC)c2)c1 (stereo not drawn)
screen / no.,37,38,39,40,41,42
E coli Lon inh,3,9,-5,1,-9,-11
bovine MsrA act,-2,1,0,-2,-2,-5
MT1-MMP act inh,2,1,-11,1,1,0
MsrA inh,-1.3,-0.9,-1.6,-0.6,1.0,1.0
FAS TE block,-3,2,-2,-3,2,-10
TbMetRS inhib,-0.2,-0.4,-0.5,-0.2,0.1,0.1
SKN-1 block,23,3,21,5,-7,15
PABP1 MLLE inh,-3,-1,6,3,-4,-6
CendR NRP1 mod,-19,-5,5,0,4,4

#43 COc1cc(C(C)=O)ccc1OCC(=O)N1CCc2ccccc2C1
#44 COc1cc(CNc2ccc(S(N)(=O)=O)cc2)ccc1OCC(=O)NC1CCCCC1
#45 C(=Cc1nc2ccccc2o1)c1ccc2c(c1)OCO2
#46 O=c1cc(C(F)(F)F)[nH]c(=O)n1C1CCCCC1
#47 NC(=O)CC(NC(=O)c1ccccc1)c1ccc(NCc2ccccn2)c([N+](=O)[O-])c1 (stereo not drawn)
#48 Cc1ccc2nc(N3CCN(C)CC3)c(C#N)cc2c1
screen / no.,43,44,45,46,47,48
E coli Lon inh,1,-9,6,-2,-5,-9
bovine MsrA act,-3,-11,-3,-4,1,1
MT1-MMP act inh,0,-1,-3,0,7,-5
MsrA inh,1.0,-1.6,1.1,0.9,1.1,0.2
FAS TE block,1,-3,5,-10,-13,-3
TbMetRS inhib,-0.7,-2.3,-0.2,-0.6,-0.3,0.1
SKN-1 block,10,-1,10,7,-6,5
PABP1 MLLE inh,2,0,13,10,8,14
CendR NRP1 mod,6,7,26*,-9,21,-1

#49 CC(C)c1cc(=O)oc2c3c4c(cc12)CCCN4CCC3
#50 COc1cc(NC(=S)N2c3ccccc3CC2C)cc(OC)c1 (stereo not drawn)
#51 O=C1NC(CCc2ccccc2)C(=O)N1Cc1cccc2ccccc12 (stereo not drawn)
#52 CCC(=O)Nc1ccc(S(=O)(=O)N2CCc3ccccc3C2)cc1
#53 CCOCCn1c(CN2CCN(c3ccccc3)CC2)nc2c1c(=O)n(C)c(=O)n2C
#54 Cc1cc(C)c(NC(=O)COC(=O)/C=C/c2cccs2)c(C)c1
#55 Cc1csc(NC(C)c2nc3cc(C(F)(F)F)ccc3n2CCCO)n1 (stereo not drawn)
#56 CCCn1cc2c(c1-c1ccc(C)cc1)c(=O)n(C)c(=O)n2C
#57 CC1CCN(C(=O)CN(c2ccc3c(c2)OCO3)S(C)(=O)=O)CC1
screen / no.,49,50,51,52,53,54,55,56,57
E coli Lon inh,-10,-8,6,-13,-7,-7,-2,0,4
bovine MsrA act,-4,-2,-8,-4,-4,-10,-2,-4,0
MT1-MMP act inh,-48,3,0,0,-2,-1,2,0,0
MsrA inh,2.9,-0.3,0.6,-1.5,0.1,0.2,0.9,-0.1,-0.1
FAS TE block,-8,9,24,5,0,-9,-7,0,-4
TbMetRS inhib,0.1,-0.2,-0.2,-0.9,-0.1,-1.2,-0.2,-0.3,-0.5
SKN-1 block,11,-7,-4,-10,-7,-2,6,3,4
PABP1 MLLE inh,-8,-14,4,3,3,-1,-32,-1,16
CendR NRP1 mod,-76,11,12,6,8,-1,35*,0,2
